# Compound activity from PubChem.
# Hsp70 inhibitors – Hsp70 inhibitors, probe displacement, primary screen, biochemical, fluorescence polarization (AID 583); Hsp70 fluorescence polarization probe displacement, mP; higher % means a stronger effect; one-dose displacement, % at 20 µM; IC50 in µM for titrated hits; hit rate 0.06% among 140,000; in the data active = displacement above about 50%;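 also: plate controls were vehicle for no effect and reference ligand for full effect; a part of the inactive calls stands beside numbers as strong as those of hits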
# Rat MKP-3 inhibitors – inhibition of rat DUSP6 enzyme activity – biochemical, in vitro, primary screen (AID 425). recombinant MKP-3 phosphatase activity, fluorescence; higher % means a stronger effect. inhibition, % at 20 µM; hits with a dose series show IC50 in µM. hit rate 0.17% among 110,000; in the data active = inhibition above about 50%;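 also: plate controls were vehicle for no effect and reference inhibitor for full effect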
# * marks the source's active call; other numbers are inactive results; / = no result given; & = joins results of further samples. Some of the compounds tested, so the mix of outcomes need not match the whole.
entry	canonical_smiles	Rat MKP-3 inhibitors	Hsp70 inhibitors
1	O=C(Cc1sc(-c2ccccc2)nc1-c1ccccc1)Nc1ccc(Cl)cc1	/	1.2%
2	O=C(Nc1ccccc1Br)C1CN(S(=O)(=O)c2ccccc2)CCN1S(=O)(=O)c1ccccc1 (stereo not drawn)	2.5%	-0.1%
3	Cc1oc(-c2ccc(Cl)cc2)nc1CN1CCCC(C(=O)N2CCN(C(=O)c3ccco3)CC2)C1 (stereo not drawn)	5.4%	0.8%
4	O=C1CC(c2ccccc2)CC(O)=C1C=Nc1ccc(Cl)cc1C(=O)c1ccccc1 (stereo not drawn)	3.8%	-3.1%
5	C(=NNc1cc(N2CCCCC2)nc(N2CCCCC2)n1)c1ccco1	8.7%	2.0%
6	CCOc1ccccc1Nc1nc2ccccc2[nH]1	-5.1%	0.3%
7	COCCSc1ccccc1C(=O)Nc1nnc(C)s1	6.4%	0.6%
8	CN(C)C(=O)N1CCCC(C(=O)NCCc2ccccc2)C1 (stereo not drawn)	/	5.6%
9	Cn1nc(C(=O)Nc2sccc2C(N)=O)ccc1=O	-2.9%	-4.4%
10	CCc1ccccc1NC(=O)/C=C/c1ccc(OC)c(Br)c1	0.9%	-5.5%
11	CCCC(=O)Nc1ccc(NC(=O)c2ccc(C)c([N+](=O)[O-])c2)cc1	4.5%	-4.7%
12	COc1ccc(C)cc1Cn1c(S(C)(=O)=O)nc2ccccc21	-3.5%	3.3%
13	CC1CCN(C(=O)COc2ccccc2F)CC1	-3.4%	0.8%
14	O=C(c1ccc(S(=O)(=O)Nc2ccc(F)cc2)cc1)N1CCN(C(=O)c2ccco2)CC1	/	-2.1%
15	COc1ccc(C(=O)Nc2ccc(Cc3ccncc3)cc2)cc1OC	5.2%	0.3%
16	O=[N+]([O-])c1ccc2cn[nH]c2c1	/	-2.6%
17	Cc1cccc(C)c1OCC(=O)NN=Cc1ccc(O)cc1	2.1%	-4.6%
18	COc1ccc(-n2nc3cc(C)c(NC(C)=O)cc3n2)cc1	-0.3%	3.8%
19	O=S(=O)(Nc1ccc(N2CCCCC2)cc1)c1ccc(Cl)cc1	2.3%	-7.1%
20	CCOc1ccc(/C=C2\N=C(c3ccccc3Br)OC2=O)cc1	1.7%	3.7%
21	O=C(CSc1nc2ccsc2c(=O)n1NC(=O)c1ccccc1)NCc1ccco1	-0.3%	11.3%
22	COC(=O)c1ccccc1COn1c(=O)c(C)[n+]([O-])c2ccccc21	4.9%	-0.3%
23	COc1cc(OC)nc(NC(=O)C(C)C)n1	-10.5%	9.4%
24	CCN(CC)CCN1C(=O)C(O)=C(C(=O)c2cccs2)C1c1ccccn1 (stereo not drawn)	1.8%	2.7%
25	Cc1ccc(S(=O)(=O)N2CCC(C(=O)N[C@@H](C)C(=O)NC3CCCCC3)CC2)cc1	-9.2%	3.9%
26	Cc1c(Nc2nc3ccccc3nc2N2CCN(c3ccccc3)CC2)c(=O)n(-c2ccccc2)n1C	-7.9%	2.0%
27	CC(=O)OCC(=O)[C@@]12OC3(CCCC3)O[C@@H]1C[C@H]1[C@@H]3CCC4=CC(=O)C=C[C@]4(C)[C@@]3(F)[C@@H](O)C[C@@]12C	-3.7%	7.9%
28	COc1cc(-c2nc3sc4c(c3c(=O)[nH]2)CCCC4)ccc1C	3.8%	-3.2%
29	C=CCOc1nc2c(c(=O)n(Cc3ccc(Cl)cc3)c(=O)n2C)n1C	-4.5%	0.4%
30	CCOc1ccc(C(=O)N2CC(C)OC(C)C2)cc1OCC (stereo not drawn)	2.4%	-2.9%

# Given in transposed form: entries from further up
[1] O=C(Cc1sc(-c2ccccc2)nc1-c1ccccc1)Nc1ccc(Cl)cc1
[2] O=C(Nc1ccccc1Br)C1CN(S(=O)(=O)c2ccccc2)CCN1S(=O)(=O)c1ccccc1 (stereo not drawn)
[3] Cc1oc(-c2ccc(Cl)cc2)nc1CN1CCCC(C(=O)N2CCN(C(=O)c3ccco3)CC2)C1 (stereo not drawn)
[4] O=C1CC(c2ccccc2)CC(O)=C1C=Nc1ccc(Cl)cc1C(=O)c1ccccc1 (stereo not drawn)
[5] C(=NNc1cc(N2CCCCC2)nc(N2CCCCC2)n1)c1ccco1
assay / entry | 1 | 2 | 3 | 4 | 5
Rat MKP-3 inhibitors | / | 2.5% | 5.4% | 3.8% | 8.7%
Hsp70 inhibitors | 1.2% | -0.1% | 0.8% | -3.1% | 2.0%

# Later entries
entry	canonical_smiles	Rat MKP-3 inhibitors	Hsp70 inhibitors
31	CCOc1ccc(-n2sc3c(c2=S)-c2cc(C)cc(C)c2NC3(C)C)cc1	-0.2%	-2.7%
32	CN1CCN(CC#CCC(O)(c2ccccc2)C2CCCC2)CC1 (stereo not drawn)	-7.0%	8.6%
33	O=C(O)c1ccc(CN2CCOCC2)o1	0.4%	0.4%
34	CC(C)(C)c1cc(C(=O)N/N=C/c2ccc(O)cc2O)n(-c2ccccc2)n1	-0.4%	3.3%
35	Cc1nnc(N2CCCCC2)c2ccccc12	2.3%	-2.0%
36	CCOCCCNC(=O)C1CCN(S(=O)(=O)c2c(C)noc2/C=C\c2ccc(OC)cc2)CC1	-5.6%	-1.3%
37	COc1cccc(OCC(O)CN2C(C)CCCC2C)c1 (stereo not drawn)	1.5%	-4.2%
38	C=CCOc1cccc(C2/C(=C(/O)c3ccc(F)cc3)C(=O)C(=O)N2CCN2CCOCC2)c1 (stereo not drawn)	-2.1%	-1.9%
39	CCOC(=O)c1ccc(N2NC(=O)/C(=C/c3ccccc3)C2=O)cc1	3.3%	-0.7%
40	Cc1ccc(S(=O)(=O)C2(C(=O)Nc3cccc(F)c3)CC2)cc1	-15.0%	-2.9%
41	O=C(Nc1nccs1)c1ccc(COc2ccccc2Br)o1	-7.3%	-0.4%
42	Cc1ccc(Cl)cc1NC(=O)Cc1ccccc1[N+](=O)[O-]	-2.4%	2.9%
43	O=C(Nc1ccccc1)Nc1ccccc1C(=O)O	-0.3%	-4.6%
44	Cc1ccc(-c2cc(-c3ccncc3)c(C#N)c(N)c2C#N)cc1	4.1%	0.9%
45	Cc1cc(OCC(F)(F)C(F)(F)C(F)(F)C(F)(F)C(F)(F)C(F)F)nc(N)n1	/	6.0%
46	COC(=O)c1ccc(CSc2nc3sc4c(c3c(=O)[nH]2)CCCC4)cc1	-0.2%	-3.2%
47	CCCCc1ccc(-c2ccc(Br)cc2)nc1	/	-6.2%
48	CC1CC(C)CN(c2nc3c(c(=O)n(C)c(=O)n3C)n2CCSc2nc3ccccc3o2)C1 (stereo not drawn)	3.9%	-2.7%
49	CCOC(=O)C1=C(C)NC(=O)C(C(N)=O)C12CCCCC2 (stereo not drawn)	2.1%	-1.0%
50	COCCn1c(C)cc(C2=NNC(=Nc3ccc(F)cc3)SC2)c1C	/	2.4%
51	COc1ccc2ccccc2c1-c1nnc2ccc(C(F)(F)F)cn12	6.2%	-10.8%
52	O=c1/c(=C\c2cc(Cl)c(O)c(Cl)c2)sc2nc3ccccc3n12	4.1%	-19.3%
53	CCOC(=O)c1cc2ccc3ccccc3c2s1	/	1.5%
54	CCOC(=O)c1sc2nc(SCC#N)n(CCCN3CCCC3=O)c(=O)c2c1C	-10.7%	1.5%
55	O=C(Nc1cccc(Br)c1)c1ccc(N2C(=O)c3cccnc3C2=O)cc1	1.2%	-1.3%
56	CCOC(=O)c1cc(NC(=O)N(C(C)C)C(C)C)c(C)nc1C	/	4.1%
57	O=C(O)CCCNCc1ccccc1F	2.2%	-5.6%
58	COc1ccc(/C=C2\NC(=O)C(C=NCc3ccccc3)=C2O)cc1	2.1%	5.5%
59	CCc1nnc(NC(=O)C(CC)c2ccccc2)s1 (stereo not drawn)	0.4%	6.0%
60	Brc1ccccc1OCCCOc1cccc2cccnc12	3.8%	-5.1%
61	CSc1oc(-c2ccco2)nc1S(=O)(=O)c1ccc(Br)cc1	-7.4%	3.9%
62	Cc1noc(C)c1S(=O)(=O)N1CCC(C(=O)N(C)Cc2ccccc2)CC1	-3.8%	/
63	COC(=O)CN(n1cnnc1)S(=O)(=O)c1ccccc1Cl	/	5.5%
64	CCC(=O)Nc1sc2c(c1C(=O)Nc1ccc(OC)cc1)CCCC2	-7.3%	-2.4%
65	CCOC(=O)C1CCCN(S(=O)(=O)c2ccccc2)C1 (stereo not drawn)	/	2.0%
66	CCOC(=O)c1c(C)[nH]c(C=Nc2ccc(OC)cc2)c1O	/	6.0%
67	CCNC(=O)CNC(=O)CNS(=O)(=O)c1ccc(C)cc1	-0.3%	-1.9%
68	COc1ccc(/C=C2\C(=O)N(c3nc(-c4ccc(Br)cc4)cs3)N=C2c2ccccc2)cc1	/	3.6%
69	CC[N+](C)(C)Cc1ccccc1Br	-5.7%	-3.5%
70	Cc1ccc(S/C=C\C(=O)c2ccccc2)cc1	/	-3.9%
71	O=C(COc1nc2ccccc2nc1N1CCOCC1)N1CCc2ccccc21	-13.3%	-33.0%
72	O=c1[nH]c(=O)n(-c2cccc(Br)c2)c(O)c1/C=C1\C=Nc2ccccc21	4.2%	-2.3%
73	CC(C)C1OC2c3cccc4cccc(c34)C2N1c1ccccc1 (stereo not drawn)	/	1.9%
74	Cc1cccc2cc(CN(Cc3ccco3)C(=O)c3cccs3)c(=O)[nH]c12	-13.6%	1.2%
75	CCOc1ccccc1NC(=O)c1ccc2nccnc2c1	0.3%	0.3%
76	COC(=O)Cn1cnc2ccccc2c1=O	1.5%	3.6%&3.5%
77	COc1ccc(-c2nc(C(N)=O)c3[nH]c(=O)n(-c4ccccc4OC)c3n2)c(OC)c1	-5.0%	-7.4%
78	OC(c1ccc2c(c1)OCO2)c1nccc2ccccc12 (stereo not drawn)	-4.5%	-2.5%
79	CCSc1nc(-c2ccccc2)nc(C(Cl)Cl)n1	1.9%	-5.6%
80	O=C(CCC1COc2ccccc2O1)N1CCCC1 (stereo not drawn)	-2.8%	5.6%
81	N=C1C(c2nc3ccccc3c(=O)[nH]2)=C(O)CN1c1ccc2c(c1)OCO2	1.2%	0.0%
82	O=C(CCC(=O)OCC(=O)c1ccccc1)NC1CCCCC1	-7.2%	-0.3%
83	N#CC1=C(N)Oc2c(oc(CO)cc2=O)C1c1cccs1 (stereo not drawn)	-6.7%	6.3%
84	CCCn1c(=O)c2ccccc2n2c(SCc3nc4ccccc4s3)nnc12	-16.8%	-2.8%
85	CCCOc1ccc(-c2nnn(CC(=O)Nc3cccc(C(=O)OC)c3)n2)cc1	2.6%	-1.5%
86	CSc1ccc(S(=O)(=O)Nc2ccc(NC(C)=O)cc2)cc1	-10.5%	-2.9%
87	CNC(=O)c1ccsc1NC(=O)CN1C(=O)CCC1=O	-6.4%	1.5%
88	CCOC(=O)Cc1nn(C)c(=O)c2ccccc12	5.2%	-1.5%
89	CCOc1ccc(N2CC(C(=O)Nc3ccc(F)cc3F)CC2=O)cc1 (stereo not drawn)	-1.4%	0.8%
90	CCOC(=O)c1ccccc1NC(=O)c1ccccc1NS(C)(=O)=O	-1.6%	-1.3%

# Additional results:
entry	canonical_smiles	Rat MKP-3 inhibitors	Hsp70 inhibitors
91	Cc1ccc(N2CC(C)Cn3c2nc2c3c(=O)n(CC(=O)OCc3ccccc3)c(=O)n2C)cc1C (stereo not drawn)	0.8%	1.6%
92	COc1ccc(NC(=O)CCN2CCCCCC2)cc1	/	1.9%
93	COc1ccc(Cn2nnnc2C(c2ccccc2Cl)N2CCC(C(N)=O)CC2)cc1 (stereo not drawn)	/	-3.6%
94	Cc1cc(C(=O)NCCCOC(C)C)c2ccccc2n1	/	4.7%
95	CN1CCN(C(=O)/C(=C\c2cccs2)NC(=O)c2cccs2)CC1	4.2%	1.6%
96	COc1cc2c(=O)n(CC3CCCO3)c(=O)n(CC(=O)Nc3cccc(Cl)c3)c2cc1OC (stereo not drawn)	0.2%	/
97	CCc1ccccc1N(CC(=O)Nc1cc(C)ccc1C)S(C)(=O)=O	7.0%	-1.7%
98	O=c1[nH]c(=O)n(-c2cccc(Cl)c2)c(O)c1C=NCCCn1ccnc1	-2.6%	-0.3%
99	CCCOc1ccc(N2C(=O)CC(NCCc3ccc(Cl)cc3)C2=O)cc1 (stereo not drawn)	-0.7%	-0.2%
100	Cc1oc2ccc(O)cc2c1-c1ccccc1	-0.6%	-0.6%
101	CCOC(=O)C1(P(=O)(c2ccccc2)c2ccccc2)CC1	4.7%	-2.7%
102	COC(=O)CC1=C(C(=O)OC)C(c2cccc([N+](=O)[O-])c2)C(C(=O)OC)=C(C)N1 (stereo not drawn)	3.4%	-1.8%
103	CCCC(=O)N1CCN(c2ccc(NC(=O)c3ccc(Br)o3)cc2)CC1	-7.8%	6.2%
104	CCn1c(SCC(=O)Nc2cc(C)on2)nc2sc(C)c(C)c2c1=O	-6.5%	-0.8%
105	CC(=O)Oc1ccc(-c2cccc(C(=O)Nc3cccc([N+](=O)[O-])c3)c2)cc1	2.0%	-3.1%
106	CCSc1nnc(NC(=O)CCC2CCCCC2)s1	0.3%	1.0%
107	CCc1ccc(OCC(=O)Nc2ccc(C)cc2[N+](=O)[O-])cc1	-4.3%	0.8%
108	COC(=O)c1cc(-c2ccc(Cl)s2)nc2ccccc12	0.5%	1.7%
109	O/N=C(/CN(O)/C=C1/C=CC=N1)c1cccs1	-3.5%	5.9%
110	Cc1cc(S(=O)(=O)NCCN2CCOCC2)c(C)s1	2.5%	0.1%
111	CCOC(=O)C1CCN(C(=O)Cn2cc3c(n2)CCC(C)C3)CC1 (stereo not drawn)	0.2%	-3.2%
112	COc1ccc(COC(=O)C2=C(C)NC3=C(C(=O)CCC3)C2c2coc3ccc(C)cc3c2=O)cc1 (stereo not drawn)	2.0%	-1.3%
113	CC1=C(C(=O)OC(C)C)C(c2cccc(Cl)c2)C2=C(CCCC2=O)N1 (stereo not drawn)	4.7%	0.2%
114	CCc1sc(-c2c(C#N)c(N)nc3c2CCCCCC3)cc1[N+](=O)[O-]	-0.1%	0.2%
115	COc1ccc(C(=O)/C=C/c2ccc(/C=C/C(=O)c3ccc(OC)cc3)cc2)cc1	-2.2%	3.7%
116	O=C(c1cccc(F)c1)N1CCN(Cc2cccc(Oc3ccccc3)c2)CC1	2.4%	-0.7%
